Autophagy mod: autophagy modulators in MEF cells, primary screen, imaging, high-content, MEF GFP-LC3; MEF GFP-LC3 puncta imaging; test concentration mostly 10 µM; calls only at 10 µM (by protocol); 190,000 tested, 0.98% active; AID 463193, 2010;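 active = percentage of spot-positive cells more than 3 SD above its plate mean, without a fluorescence outlier flag or 80% toxicity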;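 note: spot-positive cell cutoff set from DMSO-treated cells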
b-catenin transl: modulators of beta-catenin nuclear translocation, primary screen, imaging, HeLa cells, immunofluorescence, high-content. 190,000 tested, 0.3% active. nuclear translocation activity, % at 5 µM;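 active = nuclear translocation activity above 50% at 5 µM, with a well cell count of 50 or more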;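 note: per-cell ratio of nuclear to cytoplasmic median beta-catenin stain intensity; plate controls were DMSO negative control for no effect and GSK-3 inhibitor IX positive control for full effect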
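Test system: human HeLa cells, endogenous beta-catenin. Times: 24 h compound exposure, 37°C. Measured by: beta-catenin immunofluorescence imaging with DAPI.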
MT stabilize HCS: microtubule stabilizers in HeLa cells, primary screen, imaging, high-content imaging | 200,000 tested, 0.83% active | HeLa tubulin immunostaining HCS, 24 h; share of cells brighter than vehicle mean+2SD | AID 2205, 2009 | % tubulin-high responders, % at 10 µM;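 active = plate Z-score above 3 for both tubulin-high and condensed-nucleus cell shares, with cell loss under 80%, at 10 µM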;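 note: anti alpha tubulin signal scored within the nucleus-defined area of each cell; some results filed as inactive read as strong as hits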
Insulin prom up: insulin promoter activators in MIN6 cells, imaging, high-content screening, mouse beta cells; 190,000 tested, 0.3% active; z-score at 5 µM; MIN6 insulin promoter-GFP reporter; hits give high values; AID 1625, 2009;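 active = z-score above 3 at 5 µM with at least 500 cells counted in the well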
WT yeast gro inh: growth inhibition of WT strain, primary screen, mitochondrial fusion inhibitor project, WT and mutant strains, chemical genetic | mitochondrial fusion phenotypic screen | inhibition, % at 10 µM | 190,000 tested, 2.1% active; in the data active = inhibition above about 58%; tested in S. cerevisiae
Dynein transport: inhibitors of GR-EGFP nuclear translocation, primary screen, dynein cargo transport inhibitor project, imaging, high-content, 3617.4 mouse cells; test concentration mostly 20 µM; stimulated with dexamethasone, 1 µM; hits give low values; z-score, hits read low; 220,000 tested, 0.47% active;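 active = plate z-score of nuclear minus cytoplasmic receptor signal below a set negative limit, without overly bright fluorescence or cell loss, cut at about -3.5 in these data, passing the limit was not always enough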;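 note: z-score of nuclear minus cytoplasmic ring GR-EGFP intensity difference per well; some compounds called inactive have numbers as strong as hits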
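Also added: dexamethasone, 1.0 µM final. Medium: tet-free, stripped-serum medium. Detection: fixed, Hoechst-stained cells imaged at 10x for EGFP. Read-out: nuclear-to-cytoplasmic GR-EGFP distribution per well. Times: induction 48 h, compound 1 h, agonist 30 min.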
NOD2 inhibition: NOD2 signaling inhibitors, cell-based, luminescence, uHTS, HEK293 (AID 1566); one-dose inhibition, % at 4 µM; EC50 in µM for titrated hits; 290,000 tested, 0.63% active; HEK293 NOD2/NF-kB luciferase reporter, luminescence; higher % means a stronger effect; in the data active = inhibition above about 50%; note: many of its hits are not listed in these tables
Lipid droplet: inhibitors of hepatocyte lipid droplet formation, primary screen, imaging, high-throughput imaging, BODIPY stain; AML12 mouse hepatocytes, oleate lipid droplets; inhibition, % at 6.5 µM; 240,000 tested, 0.4% active;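 active = lipid droplet intensity inhibited by at least 50%, with more than 500 cells counted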
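Material – AML12 mouse liver cells · Also added – oleate loading, 100 µM · Compound dosing – 6.5 µM single-point dosing · Times – overnight treatment with compound plus oleate · Measured by – fluorescence imaging, 20x objective, two fields per well · Read-out – percent inhibition of filter-corrected integrated lipid droplet intensity per well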
Yfh1-off respiration: enhancers of respiration in Yfh1-depleted yeast, dose response, Friedreich's ataxia, plus single-dose screen (AID 1465). S. cerevisiae Yfh1-off respiration, WST-1 reduction, 72 h; higher fold induction means a stronger effect. one-dose fold induction at 50 µM; EC50 in µM for titrated hits. 220,000 tested, 0.074% active;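 active = fold induction of absorbance versus untreated yeast above a set limit, then at least 30% activation at any dose in follow-up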;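 note: activators that raise dye reduction in frataxin-depleted yeast; strong numbers were not always called active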
WT yeast gro inh mutant strain: recorded beside WT yeast gro inh, whose call it bears; inhibition, %; mitochondrial fusion phenotypic screen, mutant strain inhibition
Dynein transport cytoplasmic EGFP: second read-out of Dynein transport, no call of its own (marks repeat the call); z-score; measured here: cytoplasmic GR-EGFP intensity; hits give high values
Dynein transport nuclear GR-EGFP: also measured in Dynein transport; calls as there; z-score; measured here: nuclear GR-EGFP intensity;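 lower value marks the stronger effect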
Dynein transport cell count: second read-out of Dynein transport, no call of its own (marks repeat the call); z-score; measured here: cell count per field
Insulin prom up cell count: recorded beside Insulin prom up, whose call it bears; cell count; measured here: cytotoxicity, nuclei count;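 total cells summed across four imaged fields per well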
Lipid droplet cells 6.5 µM: further read-out of Lipid droplet, marked with its call; cell count; measured here: cell count, cytotoxicity flag;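 cells counted across two imaged fields per well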
b-catenin transl cell count 5 µM: also measured in b-catenin transl; calls as there; cell count; measured here: cell count, cytotoxicity flag
MT stabilize HCS Hoechst-high %: also measured in MT stabilize HCS; calls as there; % Hoechst-high responders; measured here: nuclear condensation Hoechst responders;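 share of cells brighter than vehicle mean plus two SD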
MT stabilize HCS cytotoxicity %: also measured in MT stabilize HCS; calls as there; toxicity, %; measured here: cytotoxicity by cell density;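 0% = mean cell density of plate MIN control wells and 100% = no cells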
Autophagy mod cell loss 18 h: recorded beside Autophagy mod, whose call it bears; toxicity, %; measured here: cell loss, nuclei count;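 cell loss after 18 h compound exposure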
Starred values were filed as active, the others as inactive; i = inactive; nt = not tested or not shown. This is a subset; count on the stated rates, not on these rows.

SMILES	Autophagy mod	Autophagy mod cell loss 18 h	b-catenin transl	b-catenin transl cell count 5 µM	MT stabilize HCS	MT stabilize HCS Hoechst-high %	MT stabilize HCS cytotoxicity %	Insulin prom up	Insulin prom up cell count	WT yeast gro inh	WT yeast gro inh mutant strain	Dynein transport	Dynein transport cytoplasmic EGFP	Dynein transport nuclear GR-EGFP	Dynein transport cell count	NOD2 inhibition	Lipid droplet	Lipid droplet cells 6.5 µM	Yfh1-off respiration
Cc1ccc(NCC(=O)N/N=C/c2c[nH]c3ccccc23)cc1	i	16	3.3	1070	2.5	2.4	10	-0.13	1241	-4	-12	0.75	-0.18	0.31	0.2	6%	31	682	i
S=C(Nc1ccccc1Cl)N(Cc1ccccc1)Cc1ccccn1	i	59	-1.8	1044	1.7	2.3	6.9	0.32	1188	64*	24*	-0.63	0.73	-0.2	0.51	-11%	-6	760	i
Cc1cccc(C)c1Nc1ncnc(N)c1[N+](=O)[O-]	i	6	0.0	1016	2.2	1.8	3.9	0.03	1492	-4	-5	-0.72	-0.24	-0.57	0.46	17%	-12	701	nt
CCOC(=O)c1c(C)c(C(=O)Nc2ccccc2)c(C)n1CC	i	19	-4.4	1071	5.5	2.4	8.0	-0.3	1754	27	7	-0.76	-0.19	-0.16	0.5	-2%	19	673	nt
O=C(O)CCCCCN=Cc1c(O)c2ccccc2oc1=O	i	22	2.0	1065	2.4	2.2	2.4	-0.02	1169	-5	-12	-0.19	-0.15	-0.046	-0.3	10%	14	697	i
COc1ccc(/C=N/NC(=O)c2ccc(COc3cccc4cccnc34)cc2)cc1O	nt	nt	-1.2	1343	nt	nt	nt	-0.09	1067	nt	nt	0.34	-0.15	0.26	0.15	-15%	2	693	i
O=C(CCSc1ccc(Cl)cc1)N1CCN(c2ncccn2)CC1	i	-28	1.7	1184	3.6	1.7	1.7	0.54	1183	6	-8	-0.79	-0.1	-0.067	0.14	-50%	nt	nt	i
O=[N+]([O-])c1c(NCc2ccco2)ccc2nonc12	nt	nt	-1.4	1293	nt	nt	nt	2.3	1134	nt	nt	1.4	-0.26	0.24	-0.86	-12%	7	778	i
CCCCC(=O)NC1(C(F)(F)F)C(=O)N(Cc2ccco2)C(C)=C1C(=O)OC (stereo not drawn)	i	0	0.3	1057	3.6	2.9	4.0	-0.18	1289	-12	10	-0.22	-0.26	-0.17	-0.26	-6%	2	727	i
O=S(=O)(Nc1ccc2c(c1)OCCO2)c1cccs1	i	-4	0.6	1012	3.8	1.9	2.7	0.07	2078	14	17	0.12	-0.15	0.13	1.2	4%	19	694	i
Cc1ccc(CN2C(=O)N/C(=C/c3cc(C)n(-c4ccccn4)c3C)C2=O)cc1	i	8	-0.4	991	1.9	2.5	8.4	nt	nt	1	14	-0.11	-0.035	0.16	0.45	-8%	30	468	i
O=C1N(CN2CCC3(CC2)OCCO3)c2ccccc2C12OCCCO2	i	-6	-3.9	987	2.1	1.5	6.7	-0.27	1502	-20	-16	-1	-0.19	-0.37	0.75	13%	nt	nt	i
NNC(=O)c1sc2cc(C(F)(F)F)cnc2c1-c1cccnc1	i	15	0.3	1187	3.6	2.5	4.9	-0.63	1270	-10	-2	0.83	-0.28	0.39	-0.2	0%	-6	612	i
Cn1ncc(Br)c1C(=O)NC(=S)N1CCN(c2ccccn2)CC1	i	12	4.7	483	3.6	4.4	4.3	0.13	1168	10	-2	-0.018	-0.3	-0.05	-0.46	15%	4	684	i
O=C(CN1CCN(c2ccccn2)CC1)Nc1ccc(Cl)c(C(F)(F)F)c1	i	-7	-3.7	888	1.3	1.9	1.8	0.29	1244	-7	-3	-0.28	-0.18	-0.13	0.62	17%	nt	nt	i
Cc1noc(C)c1CSc1ncnc2sc(C)c(C)c12	i	8	-0.5	1175	1.3	1.9	8.3	0	1395	4	14	0.47	0.4	0.16	-0.57	-8%	nt	nt	i
CCN(CC)C(=O)Cc1c(OC)ccc2cc(Br)ccc12	i	-30	3.6	871	3.8	2.2	3.0	0.92	1575	2	6	-0.47	-0.19	-0.16	0.45	-38%	2	664	i
O=C(/C(=C/O)N=Nc1ccccc1Cl)c1ccccc1	i	37	1.2	886	2.8	1.6	4.4	-0.05	1291	-6	-17	-0.096	-0.26	0.32	-0.46	-6%	15	707	i
O=C(N/N=C/c1sc(N2CCOCC2)nc1-c1ccccc1)c1cccc(S(=O)(=O)N2CCCC2)c1	i	17	-2.8	826	3.7	0.4	15	-1.9	691	-19	15	-0.4	-0.28	0.049	0.4	36%	14	683	i
Cc1ccc(S(=O)(=O)N2CCC(C(=O)Nc3nnc(-c4ccco4)s3)CC2)cc1	i	0	-3.1	1193	1.7	1.7	14	-0.64	948	-4	-2	-0.075	-0.25	0.35	0.22	-22%	5	760	i
COc1ccccc1OCCSc1nc2ccccc2n1CCO	i	-7	0.7	1095	1.8	1.7	8.0	0.13	1400	-8	6	-0.17	-0.25	-0.22	0.6	-11%	-13	768	i
Cc1ccc(SCC(=O)Nc2nccs2)cc1	i	10	-3.0	1155	2.7	2.4	9.8	0.25	1551	22	22	1.2	-0.3	1.3	-1.6	-41%	5	707	i
O=C(Nc1ccc2c(c1)OCCO2)N1CCN(Cc2ccccc2)CC1	i	-8	-0.7	1029	1.6	3.0	11	-0.97	1148	-7	-13	0.4	-0.22	0.35	0.48	-18%	nt	nt	i
COc1ccc(NC(=O)c2ccc(COc3ccccc3Br)o2)cc1OC	i	-2	-1.6	1420	2.0	2.2	8.0	-0.15	1444	46	46	3.6	-0.016	2	-2.3	-45%	nt	nt	i
O=C1N2CN(C(c3ccccc3)c3ccccc3)CN=C2SC1(CO)CO	i	3	-3.5	1212	2.2	1.6	9.2	0.57	872	5	2	-0.98	-0.21	-0.59	0.69	-4%	0	759	i
Cc1ccc(CNC(=O)C2CCC(=O)N2C2CCCCC2)cc1 (stereo not drawn)	i	22	-0.1	1415	3.0	1.3	0.1	0.56	1590	5	2	0.0092	-0.43	-0.081	0.33	1%	nt	nt	i
CCC(=O)Nc1nonc1-c1nc2ccccc2n1N(C(=O)CC)C(=O)CC	i	18	-0.3	1287	2.8	1.4	4.2	0.09	1543	0	6	-1.2	0.071	-0.67	0.83	11%	nt	nt	i
CCN(NC(=O)C(O)(c1ccc(F)cc1)c1ccc(F)cc1)C(=O)c1ccccc1	i	3	-3.1	1127	4.5	2.3	9.0	0.55	1482	-7	12	-0.67	-0.11	-0.26	0.42	20%	-21	641	i
CCn1c(COc2cc(C)ccc2C(C)C)nnc1SCC(=O)Nc1nccs1	i	-10	-4.6	1075	1.0	2.2	2.8	-0.31	1607	2	6	-0.83	-0.29	-0.59	1.6	-6%	2	672	i
O=S(=O)(Nc1cccnc1)c1ccc(C2CCCCC2)cc1	i	33	-1.1	1222	1.5	1.1	4.1	-0.63	959	0	-7	-1.1	0.21	-0.23	-0.0076	43%	0	798	i
C/C(=N\O)c1ccc2c3ccccc3n(C)c2c1	i	5	7.8	1167	5.2	3.5	8.0	0.02	1657	17	9	0.31	-0.14	0.49	0.44	-51%	nt	nt	i
Cc1ccc(C(c2sc3nc(C)nn3c2O)N2CCN(c3ccccc3F)CC2)cc1 (stereo not drawn)	i	-7	-3.0	994	4.3	2.2	8.5	0.11	1567	5	8	0.15	-0.18	0.36	-0.79	0%	nt	nt	i
COc1ccc(N=CC2=C(O)CCCC2=O)cc1	i	4	nt	nt	2.7	2.7	8.3	-0.15	1363	3	-3	-0.15	-0.18	0.16	0.22	-15%	-8	730	i
C/C(N)=C(/C#N)C(=O)CSc1nnc(C)n1-c1ccccc1	i	3	0.6	1086	2.6	2.4	6.7	0.67	1267	-1	-5	-0.025	-0.3	-0.047	-0.45	13%	17	710	i
Cc1cc(=O)n(-c2ccc(Cl)cc2)c(=O)[nH]1	i	-1	-1.4	1084	2.8	3.7	8.6	0.44	1271	-9	6	-0.97	-0.27	-0.37	0.01	-2%	4	674	i

Gathered by group, the compounds so far containing a CF3 group
SMILES	Autophagy mod	Autophagy mod cell loss 18 h	b-catenin transl	b-catenin transl cell count 5 µM	MT stabilize HCS	MT stabilize HCS Hoechst-high %	MT stabilize HCS cytotoxicity %	Insulin prom up	Insulin prom up cell count	WT yeast gro inh	WT yeast gro inh mutant strain	Dynein transport	Dynein transport cytoplasmic EGFP	Dynein transport nuclear GR-EGFP	Dynein transport cell count	NOD2 inhibition	Lipid droplet	Lipid droplet cells 6.5 µM	Yfh1-off respiration
CCCCC(=O)NC1(C(F)(F)F)C(=O)N(Cc2ccco2)C(C)=C1C(=O)OC (stereo not drawn)	i	0	0.3	1057	3.6	2.9	4.0	-0.18	1289	-12	10	-0.22	-0.26	-0.17	-0.26	-6%	2	727	i
NNC(=O)c1sc2cc(C(F)(F)F)cnc2c1-c1cccnc1	i	15	0.3	1187	3.6	2.5	4.9	-0.63	1270	-10	-2	0.83	-0.28	0.39	-0.2	0%	-6	612	i
O=C(CN1CCN(c2ccccn2)CC1)Nc1ccc(Cl)c(C(F)(F)F)c1	i	-7	-3.7	888	1.3	1.9	1.8	0.29	1244	-7	-3	-0.28	-0.18	-0.13	0.62	17%	nt	nt	i

From PubChem BioAssay
